Screens from PubChem.
Rab2A wt mod: modulators of GTP binding to Rab2A wildtype, primary screen, biochemical, dog, bead-based flow cytometry, multiplex; GTP binding activity, % at 10 µM; Ras-related protein Rab-2A (Canis lupus familiaris), P61105; GST-Rab2 wt beads, Bodipy-GTP binding; 190,000 tested, 0.19% active;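 active = GTP binding activity at least 20 points away from 100%, either lowered or raised; inconclusive = signal likely due to the compound's own green fluorescence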;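 also: 0% = beads with excess unlabeled GTP and 100% = no-compound control corrected for plate trend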
Rab7 wt modul: modulators of GTP binding to Rab7, primary screen, biochemical, wildtype, multiplex bead flow cytometry | Rab7 GTPase wild type (dog), Bodipy-FL-GTP binding | GST-Rab7 beads, fluorescent GTP binding; actives lie on both sides; untreated = 100%, excess cold GTP = 0% | 190,000 tested, 0.055% active | AID 758, 2007 | GTP binding activity (percent of control), % at 10 µM;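 active = fluorescent GTP binding to Rab7 beads changed by at least 20 points from the 100% baseline, either direction, mostly lower; inconclusive = compound itself probably fluorescent, or too few beads counted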;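 also: median green fluorescence of bound Bodipy-FL-GTP per Rab7 bead population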
Rac1 mut GTP: GTP binding modulators of activated mutant Rac1, primary screen, biochemical, bead-based flow cytometry, multiplex, fluorescent GTP | AID 764, 2007 | Ras-related C3 botulinum toxin substrate 1 (Homo sapiens), P63000 | percent activity (GTP binding), % at 10 µM | 190,000 tested, 0.11% active | GST-Rac1 activated beads; actives lie on both sides; 100% means binding = to untreated wells;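 active = GTP binding at least 20 percentage points away from the 100% baseline, in either direction, so actives lie on both sides; inconclusive = Compound likely fluorescent itself, or too few beads counted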
Avidin fluor: green autofluorescence of compounds with avidin beads – biophysical, 488/530 nm, flow cytometry, artefact control, profiling panel. fluorescence (KMESF) at 10 µM. 220,000 tested, 0.38% active. compound fluorescence 488/530 nm; stronger effect = higher value; in the data active = fluorescence above about 47; also: inactives centre near 10
Cdc42 wt: modulators of GTP binding to wildtype Cdc42, primary screen, biochemical, multiplex bead flow cytometry, Bodipy-GTP. GST-Cdc42 beads; actives lie on both sides. percent activity (GTP binding), % at 10 µM. 190,000 tested, 0.2% active. AID 761, 2007;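 active = percent activity GTP binding at least 20 points away from the 100% baseline, either down as inhibitor or up as activator; inconclusive = compound flagged as likely green fluorescent from well-wide comparison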;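 also: median bead fluorescence of bound Bodipy-FL-GTP at 100 nM; 0% = excess unlabeled GTP control and 100% = no compound control; below 100% means less GTP binding so inhibitor and above means activator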
Mcl1-Noxa inh: Mcl-1/Noxa binding inhibitors, primary screen, biochemical, TR-FRET, 1536-well; Induced myeloid leukemia cell differentiation protein Mcl-1 (Homo sapiens), Q07820; TR-FRET Mcl-1/Noxa peptide binding, 2 h; inhibition, % at 21.7 µM; 220,000 tested, 1.5% active; AID 1022, 2008;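 active = compounds that cut the protein-peptide binding signal by more than 50% relative to plate controls in a single-dose test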;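 also: His-tagged Mcl-1 with rhodamine Noxa BH3 peptide and terbium anti-His antibody; 0% = Mcl-1 plus Noxa peptide wells and 100% = peptide-only wells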
Target sequence (Q07820 whole entry, looked up): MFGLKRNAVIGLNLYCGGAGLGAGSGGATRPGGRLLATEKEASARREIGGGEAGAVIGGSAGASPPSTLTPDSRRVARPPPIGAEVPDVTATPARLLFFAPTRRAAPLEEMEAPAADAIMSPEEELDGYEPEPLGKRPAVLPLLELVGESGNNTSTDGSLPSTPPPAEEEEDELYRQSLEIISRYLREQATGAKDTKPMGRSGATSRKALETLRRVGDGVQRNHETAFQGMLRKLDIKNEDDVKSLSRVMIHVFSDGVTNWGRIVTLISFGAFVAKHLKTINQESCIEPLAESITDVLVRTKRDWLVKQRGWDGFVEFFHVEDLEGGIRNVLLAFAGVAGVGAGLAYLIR
Pf gamet viab: late stage P. falciparum gametocyte viability inhibitors, primary screen, ATP luminescence, HTS | P. falciparum stage V gametocytes, 24 h | inhibition, % at 10.9 µM | 150,000 tested, 0.065% active | AID 743093, 2013;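 active = inhibition above the mean plus 3 SD of compounds within the control limits, set per campaign, cut at about 38% in these data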;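 also: 0% = DMSO wells and 100% = medium only without gametocytes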
ABCG2 block: ABCG2 efflux pump inhibitors, primary screen, multiplex with ABCB1, IgMXP3 cells, flow cytometry; Broad substrate specificity ATP-binding cassette transporter ABCG2 (Homo sapiens), Q9UNQ0; JC-1 efflux; inhibition, % at 6.6 µM; 190,000 tested, 0.1% active; AID 1325, 2008;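 active = inhibition above 80%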;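 also: 0% = DMSO and 100% = nicardipine control wells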
Target sequence (Q9UNQ0 whole entry, looked up): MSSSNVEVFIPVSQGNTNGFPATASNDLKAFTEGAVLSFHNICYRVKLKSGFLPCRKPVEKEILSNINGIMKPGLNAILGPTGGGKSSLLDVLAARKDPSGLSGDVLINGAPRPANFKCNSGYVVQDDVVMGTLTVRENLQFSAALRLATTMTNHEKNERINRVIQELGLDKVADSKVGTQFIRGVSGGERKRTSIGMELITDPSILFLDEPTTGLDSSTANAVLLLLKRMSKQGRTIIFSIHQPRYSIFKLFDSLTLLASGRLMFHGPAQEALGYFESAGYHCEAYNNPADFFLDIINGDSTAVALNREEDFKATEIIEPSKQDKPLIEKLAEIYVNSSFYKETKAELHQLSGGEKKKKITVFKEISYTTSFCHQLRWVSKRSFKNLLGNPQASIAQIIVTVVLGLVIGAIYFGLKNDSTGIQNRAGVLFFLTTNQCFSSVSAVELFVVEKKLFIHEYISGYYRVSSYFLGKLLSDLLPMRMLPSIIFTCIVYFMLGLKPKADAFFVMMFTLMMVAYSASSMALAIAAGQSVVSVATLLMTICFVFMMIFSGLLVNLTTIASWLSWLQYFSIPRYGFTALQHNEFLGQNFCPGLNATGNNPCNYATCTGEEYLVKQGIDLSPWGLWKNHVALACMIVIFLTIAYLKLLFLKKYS
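System: two drug-resistant human cell lines, ABCG2 and ABCB1; controls: nicardipine high and DMSO low controls; times: 10 min exposure at 25 °C with rotation, no wash; detection: flow cytometry of retained JC-1 fluorescence; read-out basis: percent efflux inhibition, scaled nicardipine 100% to DMSO 0%; doses: one concentration, 6.6 µM final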
Rac1 wt GTP bind: wildtype Rac1 GTP binding modulators, primary screen, biochemical, GST-Rac1 beads, flow cytometry, multiplex | Ras-related C3 botulinum toxin substrate 1 (Homo sapiens), P63000 | fluorescent GTP binding; actives lie on both sides; 0 = cold GTP competed, 100 = untreated | GTP binding activity (% of control), % at 10 µM | 190,000 tested, 0.27% active;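 active = GTP binding activity at least 20 points away from the 100% control level, either lower or higher; inconclusive = compound flagged as likely green fluorescent, judged across all proteins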
ABCB1 inh: ABCB1 efflux pump inhibitors, primary screen, cell-based, multiplex, flow cytometry, ABCG2 counter-screen | ATP-dependent translocase ABCB1 (Homo sapiens), P08183 | CCRF-Adr cells, JC-1 efflux | inhibition, % at 6.6 µM | 190,000 tested, 0.067% active; in the data active = inhibition above about 40%;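 also: 0% = vehicle and 100% = reference inhibitor; higher value means more JC-1 retained so stronger ABCB1 efflux block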
HRas wt GTP bind: modulators of GTP binding to HRas wildtype, primary screen, biochemical, bead-based flow cytometry, multiplex | GTPase HRas (Homo sapiens), P01112 | GST-Ras wt beads, Bodipy-FL-GTP binding; actives lie on both sides | GTP binding activity, % at 10 µM | 190,000 tested, 0.14% active | AID 759, 2007;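 active = GTP binding activity at least 20% away from the 100% baseline, either lowered as inhibitor or raised as activator; inconclusive = flagged as likely green fluorescent, judged across all proteins in the well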;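 also: 0% = unlabeled GTP competition control and 100% = no-compound control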
Active calls of the source: *; u = inconclusive; x = no result given.

SMILES | Rab2A wt mod | Rab7 wt modul | Rac1 mut GTP | Avidin fluor | Cdc42 wt | Mcl1-Noxa inh | Pf gamet viab | ABCG2 block | Rac1 wt GTP bind | ABCB1 inh | HRas wt GTP bind
O=C(NNc1nc(-c2ccc(F)cc2)cs1)c1ccccc1 | 100 | 105 | 93 | 10 | 101 | -4 | x | 0 | 96 | 0.2 | 96
Cc1ccc(NC(=O)CCCCCNS(=O)(=O)c2ccc(C)cc2)cc1 | 102 | 106 | 100 | 7 | 102 | -7 | x | 5 | 104 | 0.6 | 104
Cc1ccc(C)c(S(=O)(=O)C(C#N)c2nc3ccccc3nc2N2CCOCC2)c1 (centres undefined) | 99 | 98 | 96 | 16 | 96 | 21 | 7 | -6 | 100 | -0.5 | 99
COc1ccc(NC(=O)CSCCc2ccccn2)cc1OC | 96 | 94 | 97 | 6 | 99 | -11 | -14 | 15 | 101 | 0.6 | 99
Cc1cc(C)n2nc(-c3ccco3)nc2n1 | 98 | 104 | 98 | 6 | 96 | 5 | 4 | 1 | 97 | 0.5 | 100
COc1ccc(CCNC(=O)COC(=O)/C=C/c2ccc(OCC#N)c(OC)c2)cc1 | 96 | 98 | 98 | 7 | 102 | 1 | -2 | 6 | 104 | -1.4 | 96
CCOc1cc(C2C3=C(CC(C)(C)CC3=O)OC3=C2C(=O)CC(C)(C)C3)cc([N+](=O)[O-])c1O | 98 | 104 | 90 | 8 | 91 | 25 | 11 | 3 | 100 | 2.1 | 96
N/C(COc1cccc(Cl)c1)=N\NS(=O)(=O)c1ccccc1 | 106 | 103 | 102 | 4 | 106 | 5 | 6 | 0 | 106 | 0.2 | 105
CC(C)(C)NC(=O)C(c1cccnc1)N(C(=O)c1ccc(Cl)nc1)C1CCCC1 (centres undefined) | 99 | 103 | 96 | 9 | 94 | -1 | -12 | 0 | 102 | -0.1 | 96
COc1ccc(CN(Cc2ccccn2)C(=O)CN2C(=O)COc3ccccc32)cc1 | 103 | 102 | 103 | 4 | 106 | -4 | x | 1 | 106 | 0.7 | 103
Cc1cc(NC(=O)CSc2ccc3nnc(-c4cccs4)n3n2)no1 | 82 | 89 | 90 | 12 | 83 | 17 | x | 1 | 86 | 0.1 | 86
Cc1ccc(NS(=O)(=O)c2cc(C(=O)N3CCOCC3)ccc2C)cc1C | 94 | 97 | 96 | 10 | 99 | 1 | 8 | 1 | 95 | 0.3 | 96
CCOC(=O)C1=C(C)C(c2ccccc2OC)NC(=O)N1 (centres undefined) | 103 | 105 | 99 | 8 | 103 | 2 | x | 1 | 103 | 0.3 | 103
CC(=O)Nc1cccc(C(=O)/C=C/c2ccc(Br)cc2)c1 | 101 | 100 | 101 | 12 | 102 | 24 | 3 | 37 | 106 | 1.8 | 102
O=C(NCc1nnc(SCC(=O)N2CCOCC2)o1)c1c(F)cccc1Cl | 97 | 103 | 94 | 10 | 99 | 19 | 22 | 1 | 102 | -0.1 | 101
CCCN1CCN(CCCNC(=O)Cn2cc3c(n2)CCCC3)CC1 | 100 | 99 | 99 | 6 | 99 | -13 | x | 2 | 103 | 0.4 | 98
COCCn1c(SC(C)C(=O)Nc2ncc(Cl)cc2Cl)nc2ccccc21 (centres undefined) | 100 | 101 | 98 | 13 | 100 | 11 | -5 | 23 | 105 | 3.4 | 101
CC(C)Oc1ccc(C(=O)NC(C)(C)CO)cc1 | 96 | 95 | 97 | 8 | 100 | -7 | x | -1 | 98 | -0.3 | 98
CCn1c(=O)c2ccccc2n2c(SCC(=O)NCc3cccs3)nnc12 | 101 | 100 | 100 | 1 | 102 | 31 | 9 | 2 | 102 | 0.8 | 102
CC(=O)c1cccc(N=Nc2c(C)[nH]c3ccccc23)c1 | 98 | 99 | 97 | 13 | 99 | 16 | -4 | 10 | 99 | 0.4 | 96
CCOc1ccc(N=C(NC#N)SCC(=O)NC2CC2)cc1 | 101 | 100 | 99 | 6 | 100 | -21 | -35 | 3 | 103 | 0.4 | 99
CCn1c(=O)cc(OCC(=O)NCc2cccs2)c2ccccc21 | 102 | 100 | 100 | 16 | 102 | 9 | -9 | 12 | 106 | 0.3 | 101
O=c1/c(=C/c2cn(-c3ccccc3)nc2-c2ccc(F)cc2)sc2nc3ccccc3n12 | 93 | 93 | 96 | 7 | 95 | 12 | x | 0 | 96 | 0.1 | 96
CCOC(=O)N1CCC(Nc2c(-c3ccc(C)c(C)c3)c(=O)c2=O)CC1 | 94 | 95 | 92 | 7 | 96 | -15 | x | 6 | 97 | 0.5 | 96
CCC(C)NC(=O)CN1C(=O)NC2(CCc3ccccc3C2)C1=O (centres undefined) | 99 | 104 | 97 | 9 | 98 | 7 | -17 | 0 | 98 | 0.2 | 98
CCN1CCCc2cc(CN(CCN3CCOCC3)C(=S)Nc3cccc(C)c3)ccc21 | 102 | 106 | 99 | 5 | 97 | 64* | -13 | 5 | 101 | 9.6 | 100
CCCCC(=O)N(Cc1nc2sc(C)c(C)c2c(=O)[nH]1)C1CCCC1 | 100 | 106 | 95 | 10 | 100 | -3 | x | 3 | 102 | 1.8 | 105
N#Cc1nc(-c2ccco2)oc1NCc1ccc(F)cc1 | 97 | 98 | 95 | 39 | 99 | 26 | x | 2 | 99 | 0.3 | 99
CC(C)(C)NC(=O)CCSc1nnc(-c2ccco2)o1 | 97 | 99 | 96 | 26 | 100 | 8 | -21 | 0 | 97 | 0.2 | 95
COC(=O)c1cccc(NC(=O)c2ccc(OC)c(Cl)c2)c1 | 96 | 97 | 95 | 12 | 103 | 8 | x | 0 | 98 | -0.4 | 96
COc1cccc(C(=O)NC2CCN(C(=O)N3c4ccccc4Sc4ccccc43)CC2)c1 | 95 | 94 | 91 | 12 | 96 | -47 | 6 | 5 | 93 | 4.5 | 97
O=C(O)c1ccc(/C=N/N2CCN(Cc3ccc(Cl)cc3)CC2)cc1 | 101 | 97 | 99 | 14 | 107 | 6 | 3 | 2 | 107 | 0.7 | 99
N#Cc1cc2c(nc1SCC(=O)N1CCCCC1)CCCCC2 | 102 | 104 | 99 | 6 | 102 | -11 | x | 1 | 103 | -1.6 | 103
CCCCC(=O)NC(=S)Nc1ccccc1N1CCCCC1 | 98 | 97 | 100 | 3 | 97 | 25 | 8 | 12 | 105 | 0.7 | 99
COC(=O)c1sc(NC(=S)NC(=O)c2ccc(F)cc2)nc1C | 99 | 105 | 95 | 11 | 98 | 14 | -35 | 8 | 97 | 0.0 | 100
Cc1[nH]c2ccccc2c1[C@H]1[C@@H](CC#N)C1(C)C | u | u | u | 13 | u | 17 | x | 23 | u | 1.6 | u
CC(C)C(c1nnnn1C1CCCC1)N1CCc2ccccc21 (centres undefined) | 101 | 95 | 102 | 6 | 106 | 4 | -12 | 1 | 103 | 0.3 | 103
Cc1cc(C(=O)Nc2c(F)cc(F)cc2Br)no1 | 100 | 101 | 97 | 14 | 98 | 1 | 7 | 3 | 98 | 0.5 | 100
S=c1nc(-c2ccccc2)n(CCCn2ccnc2)c2c1CCCC2 | 99 | 98 | 99 | 6 | 102 | 6 | x | 0 | 103 | 0.3 | 100
O=C(c1ccc([N+](=O)[O-])cc1)N1CCSC1c1cccc(Cl)c1 (centres undefined) | 99 | 103 | 98 | 5 | 98 | -2 | -5 | 12 | 99 | 1.4 | 98
O=S(=O)(NCc1ccco1)N1CCOCC1 | 96 | 101 | 97 | 9 | 99 | -2 | 23 | 0 | 96 | 0.2 | 98
O=C(O)c1ccc2noc(-c3ccccc3)c2c1 | 95 | 98 | 95 | 24 | 94 | -5 | x | 2 | 98 | 0.0 | 94
COC(=O)NNS(=O)(=O)c1ccc(C)cc1 | 98 | 93 | 102 | 8 | 101 | -2 | 18 | 3 | 105 | 0.6 | 102
Cc1cc(C)cc(-n2c(C)c3c(C)nnc(C)c3c2C)c1 | 99 | 98 | 98 | 13 | 100 | 14 | 14 | -5 | 104 | 2.2 | 100
COCCN1Cc2cccc(C(=O)Nc3c(C)cccc3C)c2C1=O | 98 | 101 | 96 | 31 | 102 | -3 | -29 | 2 | 97 | 0.6 | 102
C=C1c2cc(C)ccc2NC(=O)N1c1ccccc1 | 96 | 96 | 98 | 6 | 102 | 12 | -2 | 6 | 103 | 0.1 | 101
COc1ccc(S(=O)(=O)Oc2cccc(/C=N/N=C3/NC(=O)C(CC(=O)O)S3)c2)cc1 (centres undefined) | 94 | 93 | 93 | 7 | 93 | 12 | -8 | -1 | 95 | -0.7 | 94
Cc1cccc(NCC(=O)N/N=C\c2c[nH]c3ccccc23)c1 | 96 | 95 | 93 | 5 | 92 | 6 | x | 5 | 93 | 0.8 | 96
Cc1ccc(NC(=O)CCC(=O)NNC(=O)c2ccco2)cc1C | 96 | 93 | 97 | x | 99 | 21 | x | 6 | 98 | 1.7 | 98
CCC12CN3CC(CC)(CN(C1)C3c1c(O)ccc3ccccc13)C2=O (centres undefined) | 94 | 95 | 97 | 13 | 95 | -4 | x | 0 | 98 | -0.6 | 97
COc1ccc(/C=C/C(=O)NC(=S)NNC(=O)c2cccnc2)cc1 | 96 | 100 | 96 | 2 | 98 | -27 | x | -2 | 99 | -0.5 | 97
Cc1nc(NC(=O)C23CC4CC(CC(C4)C2)C3)sc1Cc1ccc2c(c1)OCO2 | 99 | 99 | 98 | 13 | 102 | 6 | -21 | 0 | 105 | -0.1 | 101
Oc1cccc(Oc2ncc(C(F)(F)F)cc2Cl)c1 | 102 | 107 | 92 | 10 | 96 | 2 | x | -4 | 98 | -0.2 | 99
